Compound activity (PubChem BioAssay)
Texas Red fluor – compounds fluorescent in Texas Red spectral region. Compound fluorescence, Texas Red channel, 547/618 nm; hits give high values. max dye-equivalent concentration, M. 59,000 tested, 0.06% active. AID 587; in the data active = max dye-equivalent concentration above about 10 nM; inconclusive = between about 1.1 nM and that limit
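Texas Red-region profiling: compounds in 100 mM Tris pH 8.0 were read at 547/618 nm after 15 min at room temperature. Intensities were normalized against a six-point Texas Red standard series to give dye-equivalent concentration.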
HBB splicing – hemoglobin beta splicing modulation; Potency, µM (top dose mostly 46.1 µM), without a hit: at the highest dose activation, usual class: activators; HBB splicing reporter cell assay, activation; EGFP reporter with mutant IVS2-654 intron; response scale: normalised to 500 nM splice-correcting PNA; AID 925; 65,000 tested, 0.06% active; note: potency is the fitted concentration of half-maximal effect; 0% is about no effect
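HeLa cells stably expressing EGFP interrupted by mutant beta-globin intron 2 (IVS2-654), 500/well in 2% FCS. Treated with compound for 2 days at 37C. Splicing correction scored as total well GFP intensity (488 nm excitation, 500-520 nm emission); 500 nM antisense PNA served as control.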
Hsp90 Hop PPI – changes Hsp90-Hop TPR2A binding signal, up or down. AID 595. AlphaScreen TPR2A-His6 binding biotin-Hsp90 C-terminal peptide. Potency, µM (doses to about 57 µM), for the others: at the top dose activity change, negative = inhibition. 71,000 tested, 0.44% active; active = well fitted curve in either direction with a large enough effect; inconclusive = small, poorly fitted or top-dose-only effect, or another doubt; note: potency is the fitted concentration of half-maximal effect; % is set by controls: 0 for no effect and ±100 for the full control effect; many of its hits are not listed in these tables
15-hLO inh – blocks human 15-lipoxygenase activity; purified 15hLO-1, xylenol orange hydroperoxide absorbance; 74,000 tested, 1.4% active; Potency, µM (series often up to 57.1 µM), for the others: at the top dose activity change, negative = inhibition, actives largely listed as inhibitors; P16050; note: potency is the fitted concentration of half-maximal effect; % is set by controls: 0 for no effect and ±100 for the full control effect; nearly all actives have a fitted effect of over 55% in size
Target sequence (P16050 whole entry, looked up): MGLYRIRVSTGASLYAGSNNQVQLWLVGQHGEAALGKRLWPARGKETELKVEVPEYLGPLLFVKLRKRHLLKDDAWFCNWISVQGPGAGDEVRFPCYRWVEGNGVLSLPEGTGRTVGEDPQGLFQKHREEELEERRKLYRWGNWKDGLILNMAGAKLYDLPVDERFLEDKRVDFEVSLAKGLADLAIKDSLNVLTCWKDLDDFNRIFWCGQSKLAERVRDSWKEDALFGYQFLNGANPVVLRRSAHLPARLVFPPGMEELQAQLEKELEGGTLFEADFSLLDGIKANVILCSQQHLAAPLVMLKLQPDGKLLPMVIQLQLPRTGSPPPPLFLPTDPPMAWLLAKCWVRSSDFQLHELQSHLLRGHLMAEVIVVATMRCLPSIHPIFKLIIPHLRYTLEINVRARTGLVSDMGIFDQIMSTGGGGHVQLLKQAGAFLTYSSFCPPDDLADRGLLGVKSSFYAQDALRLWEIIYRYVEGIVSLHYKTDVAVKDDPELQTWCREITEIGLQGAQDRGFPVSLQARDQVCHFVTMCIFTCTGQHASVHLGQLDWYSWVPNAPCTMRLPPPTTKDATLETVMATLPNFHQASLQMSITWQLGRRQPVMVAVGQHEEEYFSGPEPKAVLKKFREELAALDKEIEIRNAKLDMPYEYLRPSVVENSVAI
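Purified human 15hLO-1 (40 nM) in 25 mM Hepes pH 7.5, 0.01% Triton X-100, preincubated 15 min RT with compound, then 50 uM arachidonic acid for 6 min. Hydroperoxide read by ferrous/xylenol orange, 30 min; 573/405 nm absorbance ratio gave progress.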
HADH2 inh – inhibitors of human HADH2 dehydrogenase; Q99714; recombinant HADH2, NADH fluorescence, beta-hydroxybutyryl-CoA; Potency, µM (series often up to 57.1 µM), for the others: top-dose activity change, negative = inhibition, most hits filed as inhibitors; 73,000 tested, 3.4% active; AID 886; note: potency is the fitted concentration of half-maximal effect; % is set by controls: 0 for no effect and ±100 for the full control effect; nearly all actives have a fitted effect of over 60% in size; many of its hits are not listed in these tables
Target sequence (Q99714 whole entry, looked up, one chain of several): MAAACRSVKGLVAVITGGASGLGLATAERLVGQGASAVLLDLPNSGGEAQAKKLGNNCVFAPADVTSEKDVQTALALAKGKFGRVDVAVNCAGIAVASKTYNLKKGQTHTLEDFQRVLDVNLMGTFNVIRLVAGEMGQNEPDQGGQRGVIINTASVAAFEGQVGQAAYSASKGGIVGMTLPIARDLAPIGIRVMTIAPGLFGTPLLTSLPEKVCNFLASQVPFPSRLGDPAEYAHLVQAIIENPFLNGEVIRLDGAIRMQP
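Activity measured as NADH fluorescence gain (360/450 nm), taken as the change between first and last reads of a 4-min kinetic run. Conditions: pH 9.0 Tris buffer, 20 nM E. coli-expressed His-tagged enzyme, 1 mM NAD+, 90 uM beta-hydroxybutyryl-CoA; 15-min compound preincubation.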
Rhodamine fluor – compound autofluorescence in rhodamine spectral region; Rhodamine-region fluorescence, 547/598 nm, Tris buffer; hits give high values; max dye-equivalent concentration, M; 59,000 tested, 0.05% active; AID 594; in the data active = max dye-equivalent concentration above about 11 nM; inconclusive = between about 1.1 nM and that limit
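A six-point rhodamine series on each plate calibrates the signal. Compounds sit in 100 mM Tris (pH 8.0) for 15 min at ambient temperature before imaging through 547 nm/598 nm filters.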
CRE Fsk mod – alters forskolin-stimulated CRE reporter signaling in CHO cells. CHO CRE-bla reporter (cAMP response element driving beta-lactamase), forskolin EC10, beta-lactamase ratio. Potency, µM (highest dose often 38.2 µM), for inactives: top-dose activity change, negative = inhibition, usual class: activators. 71,000 tested, 2.5% active. AID 662; active = well fitted activation curve with a large enough effect in the signal ratio, with a control signal flat, not every such curve was filed as active; inconclusive = small, poorly fitted or top-dose-only effect, or effect the other way, or a change in a side signal; the % refers to the signal ratio; note: potency is the fitted concentration of half-maximal effect; % of control where 0% means no effect
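Beta-lactamase reporter under a cAMP responsive element in CHO cells; compounds tested in titration series against EC10 NKH 477, 3 h at 37 °C. Read-out: CCF4 FRET ratio 460nm/530nm (excitation 405nm) giving %Activity, fitted to AC50.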
Pol III holo inh – blocks replication by bacterial DNA polymerase III holoenzyme; Potency, µM (highest dose often 57.1 µM), for inactives: at the highest dose activity change, negative = inhibition; reconstituted DNA polymerase III holoenzyme replication, biochemical; 71,000 tested, 0.25% active; AID 603; note: potency is the fitted concentration of half-maximal effect; % is set by controls: 0 for no effect and ±100 for the full control effect
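Reconstituted *E. coli* holoenzyme (0.35 nM Pol III, 1 nM beta, 154 nM SSB, 2 nM primase) was preincubated with compound for 15 min at RT. Synthesis on 1.4 nM ssM13Gori ran 35 min, then was stopped with PicoGreen/EDTA and read as dsDNA fluorescence.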
Tau fil binding – tau filament binding | P10636 | 71,000 tested, 2% active | Potency, µM (series often up to 57.1 µM), for inactives: top-dose activity change, negative = inhibition | AID 596 | recombinant tau filaments, thioflavin S fluorescence, 15 h; filaments grown with octadecylsulfate alongside compound;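 note: potency is the fitted concentration of half-maximal effect; % is set by controls: 0 for no effect and ±100 for the full control effect; actives lower thioflavin S fluorescence by blocking filaments or displacing dye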
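ThS-based fibril read: tau 1 uM final, inducer ODS 30 uM final, 37 C for 15 h, ex 450/em 510 nm.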
ERK AVP block – inhibitors of vasopressin-stimulated ERK signaling pathway | AID 995 | HEK293-V1b, vasopressin-stimulated pERK AlphaScreen | 72,000 tested, 0.99% active | Potency, µM (highest dose often 57.5 µM), for the others: at the highest dose activity, negative = inhibition, hits mostly inhibitors; note: potency is the fitted concentration of half-maximal effect; % is set by controls: 0 for no effect and ±100 for the full control effect; nearly all actives have a fitted effect of over 55% in size
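V1b-HEK293 cells; cpd 30 min 37C; 25 nM vasopressin 5 min; lyse 10 min; AlphaScreen beads 5 hr RT. Normalized to DMSO basal and 25 nM vasopressin; AC50 by Hill fit.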
Luciferase inh – inhibitors of firefly luciferase | purified firefly luciferase, luminescence, 8 min | 72,000 tested, 2.2% active | P08659 | Potency, µM (doses to about 57.1 µM), without a hit: at the highest dose activity change, negative = inhibition, hits mostly inhibitors; note: potency is the fitted concentration of half-maximal effect; % is set by controls: 0 for no effect and ±100 for the full control effect; nearly all actives have a fitted effect of over 40% in size
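Substrate buffer containing 10 uM ATP (pH 7.2 imidazole, Mg2+, KCl, detergent, BSA) is dispensed, compound pinned in, then luciferase/luciferin detector mix added. After 8 min at ambient temperature, light output is measured.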
* hit, by the source's call; i = inactive; ? = inconclusive; / = no result given; [ ] = remark or other dose. Unless noted, calls come from the whole dose curve; as a rule, active = well fitted curve in the direction sought with a large enough effect; inconclusive = small, poorly fitted or top-dose-only effect, or another doubt; inactive = no such curve, though single readings can be large; an effect the other way counts as inactive or inconclusive. Some of the compounds tested (hit frequency here may not be typical).

SMILES	Texas Red fluor	HBB splicing	Hsp90 Hop PPI	15-hLO inh	HADH2 inh	Rhodamine fluor	CRE Fsk mod	Pol III holo inh	Tau fil binding	ERK AVP block	Luciferase inh
CCC(C)(C)n1nnnc1C(C(C)C)N1CCN(C)CC1 (stereo not given)	i	0.3%	-3%	-2%	6%	i	0%	7%	-1%	-1%	-1%
CCNc1ncc2nc(-c3cccs3)c(=O)n(-c3ccccc3)c2n1	i	13µM*	-7%	-6%	67%[activator]	i	?	-4%	i	-19%	0%[11.4 µM]
COc1ccc(C(CC(=O)O)NC(=O)Cc2ccccc2)cc1 (stereo not given)	i	-0.6%	-2%	-2%	-3%	i	-13%	1%	-3%	14%	1%
CC1Cn2c(nc3sc4c(c3c2=O)CCC4)N1CCO (stereo not given)	i	3.4%	-5%	-14%	-29%	i	19%	-7%	25%	-18%	2%
CCn1c(SCc2ccc(C(=O)OC)o2)nc2sc3c(c2c1=O)CCCC3	i	0.1%[57.5 µM]	1%	-15%	-5%	i	?	11%	25%	-14%	-3%
O=S(=O)(c1cccs1)N1CCc2ccccc2C1	i	0.9%	0%	-4%	-3%	i	-3%	2%	0%	?	1%
CSc1nnc(-c2sc3cc(Cl)ccc3c2Cl)n1C	i	-0.5%	-1%	-5%	13%	i	2%	-6%	36%	-28%	-8%
CCOC(=O)CC12CN3CN(C1)CC(CC(=O)OCC)(C3)C2=O	i	-1.1%	3%	9%	-13%	i	-1%	-1%	1%	-12%	2%
CCOC(=O)c1sc(NC(=O)c2ccc(S(=O)(=O)N3CCOCC3)cc2)cc1C	i	-0.2%	-1%	-2%	26%	i	?	-6%	54%	-24%	-1%
CCn1c2c(c3ccc(OC)cc31)CCCC2=O	i	-1.5%	9%	4%	-23%	i	?	-2%	-12%	?	1%
O=C(OCc1nc2ccccc2s1)c1cccc(S(=O)(=O)N2CCOCC2)c1	i	-2.6%	9%	-21%	11%	i	?	-7%	5%	-12%	?
Cc1csc(SC(C)C(=O)Nc2ccc(S(=O)(=O)N3CCCC3)cc2)n1 (stereo not given)	i	-3.0%	1%	-4%	14%	i	-18%	1%	13%	-1%	-36%
CCOCCCNC(=O)CCNS(=O)(=O)c1ccc(C)cc1	i	0.3%	-1%	7%	0%	i	?	-2%	-1%	9%	4%
CCC(=O)Nc1c(C#N)c2nc3ccccc3nc2n1-c1ccc(C)cc1	?	-2.6%	1%	-3%	?	i	?	-8%	47%	0%	1%
CC(=O)Nc1ccc(S(=O)(=O)N(CC(=O)O)Cc2ccccc2)cc1	/	-6.6%	-3%	9%	2%	/	-5%	-1%	15%	0%	-7%
CCCn1c(SCC(=O)N2CCc3ccccc32)nnc1-c1ccco1	i	/	0%	-16%	7%	i	0%	3%	12%	-16%	1%
CS(=O)(=O)N(CC(=O)NCc1ccncc1)c1cc(Cl)cc(Cl)c1	/	-0.4%[9.22 µM]	-2%	9%	-2%	/	-6%	5%	-2%	27%	1%
CCOC(=O)c1ccccc1NC(=O)CC1SC(=NC)N(C)C1=O (stereo not given)	i	-2.2%	-5%	1%	4%	i	1%	-9%	2%	-23%	1%
COc1ccc2c(=O)c3c(=O)n(Cc4ccco4)c(-c4ccc(C)cc4)nc3oc2c1	i	1.2%	-4%	-21%	-6%	i	?	-4%	10µM*	-17%	-1%
CN(Cc1ccccc1)Cc1nc2c(c(=O)n(C)c(=O)n2C)n1CCc1ccccc1	i	-1.2%[57.5 µM]	-2%	-5%	-5%	i	?	-7%	14%	-14%	2%
Cc1cc(C(=O)CSc2n[nH]c(N)n2)c(C)n1-c1cc(F)ccc1F	i	-0.5%	-4%	-15%	-6%	i	15%	-1%	?	?	-12%
c1ccc2c(-c3nc4ncccc4o3)cccc2c1	i	-0.7%[57.5 µM]	11%	-5%	25µM*	i	?	-5%	-11%	8%	-7%
Cc1[nH]c2ccccc2c1SCC(=O)N1CCOCC1	/	-0.3%	0%	47%[activator]	-11%	/	-8%	-3%	2%	/	1%
CNC(=O)CSc1nnc(-c2cc(C)cc(C)c2)o1	i	/	?	-14%	15%	i	5%	-5%	-1%	6%	0%
CCn1c(=O)cc(OCC(=O)NCc2ccco2)c2ccccc21	i	-0.7%	?	-14%	-8%	i	13µM*	-15%	9%	34%	1%
COc1ccc(OC)c(C(c2nnnn2Cc2ccccc2)N2CCN(C3CCCCC3)CC2)c1 (stereo not given)	i	-0.6%	-2%	-18%	-3%	i	?	0%	7%	-29%	-1%
CCc1nc(NCC2CCCO2)c2oc3ccccc3c2n1 (stereo not given)	i	-4.8%[57.5 µM]	-2%	0%	6%	i	?	-1%	1%	-23%	-1%
Cc1cc(C)c(C#N)c(SCC(O)CS(=O)(=O)Cc2ccccc2)n1 (stereo not given)	i	0.5%	-2%	-2%	3%	i	-3%	-6%	14%	-4%	0%
C=CC[C@@H]1C=C[C@@H](O/N=C\C[C@@H]2C=C[C@H](OC(C)=O)[C@H](COC(C)=O)O2)[C@@H](CO)O1	/	0.3%[9.22 µM]	/	10%[11.4 µM]	3%[11.4 µM]	/	/	/	/	4%[11.5 µM]	1%[11.4 µM]
COc1ccc(CCNS(=O)(=O)c2ccc3c(c2)OCCO3)cc1OC	/	-0.9%[9.22 µM]	-2%	5%	-2%	/	?	-6%	-10%	-12%	-2%
O=C(Nc1ccc(CCC(=O)N2CCCC2)cc1)c1ncn[nH]1	?	-5.1%	?	?	1%	i	?	-1%	8%	-27%	-3%
Cc1cnc(NC(=O)CSc2nnc(-c3ccccc3)n2Cc2ccccc2)s1	i	-0.3%[57.5 µM]	-5%	-1%	8%	i	?	2%	105%	-15%	-2%
Cn1c(=O)c2c(nc(CN3CCN(c4ccc(F)cc4)CC3)n2CCN2CCOCC2)n(C)c1=O	i	-0.7%	3%	11%	?	i	?	4%	15%	10%	1%
COC(=O)c1nc(C(=O)OC)c(C(=O)OC)nc1C(=O)OC	i	/	2%	0%	-6%	i	0%	-8%	1%	1%	1%
CC1(C)Oc2ccc3ccc(=O)oc3c2/C(=C/Nc2ccccn2)C1=O	/	3.6%	-6%	2%	8%	/	?	-2%	64%	0%	-1%
O=C(c1ccncc1)N1CCC2(CCCN(c3ccccn3)C2)CC1	i	1.8%	5%	-7%	0%	i	0%	-7%	3%	5%	1%[11.4 µM]
CCOC(=O)/C(C#N)=C(\N)C(C)C(=O)Nc1ccccn1 (stereo not given)	i	3.7%[57.5 µM]	-1%	-5%	9%	i	2%	12%	-8%	-17%	2%
CCOc1ccc(-n2c(=O)cc(N3CCN(c4ccc(F)cc4)CC3)[nH]c2=O)cc1	i	-0.2%	-1%	0%	-4%	i	26%	1%	10%	6%	1%
c1coc(CNc2c3c(nc4ncnn24)CCC3)c1	i	/	-2%	4%	-4%	i	?	-5%	-4%	-11%	1%
O=C(NC(NC1CCS(=O)(=O)C1)C(=O)c1cccs1)c1ccccc1 (stereo not given)	i	-0.2%[57.5 µM]	-4%	8%	-5%	i	-10%	-7%	-3%	2%	-2%
COc1cc2c(cc1OC)C(=NCCC(=O)O)NC(C)(C)C2	?	-0.3%	10%	2%	-30%	i	18%	4%	2%	-25%	1%
CC(=O)c1cccc(NC(=O)c2cc(-c3ccc(C)cc3)on2)c1	i	3.8%	-2%	-4%	-3%	i	0%	-2%	72%	-1%	-4%
Cc1ccc(S(=O)(=O)N2CC3CCC2C3)cc1 (stereo not given)	i	-2.7%	1%	-3%	9%	i	?	1%	-5%	9%	2%

Reformatted with values under each structure: entries from further up
The line under a structure holds: Texas Red fluor, HBB splicing, Hsp90 Hop PPI, 15-hLO inh, HADH2 inh, Rhodamine fluor, CRE Fsk mod, Pol III holo inh, Tau fil binding, ERK AVP block, Luciferase inh
- Cc1cnc(NC(=O)CSc2nnc(-c3ccccc3)n2Cc2ccccc2)s1
 : i, -0.3%[57.5 µM], -5%, -1%, 8%, i, ?, 2%, 105%, -15%, -2%
- Cn1c(=O)c2c(nc(CN3CCN(c4ccc(F)cc4)CC3)n2CCN2CCOCC2)n(C)c1=O
 : i, -0.7%, 3%, 11%, ?, i, ?, 4%, 15%, 10%, 1%
- COC(=O)c1nc(C(=O)OC)c(C(=O)OC)nc1C(=O)OC
 : i, /, 2%, 0%, -6%, i, 0%, -8%, 1%, 1%, 1%
